RXFP1 antag = blocks the human relaxin receptor RXFP1. HEK293-RXFP1, relaxin-stimulated cAMP HTRF, 30 min; hits give low values. Q9HBX9. actives 0.59% (n = 350,000). activity change, negative = inhibition, % at 57.5 µM;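 active means activity change of -60% or lower, but not beyond a set lower limit; inconclusive means change between -60% and -40%, or beyond the set limit; inactive means change above -40%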; further: on the % scale 0 is the no-effect control and ±100 the full control effect
Target sequence (Q9HBX9 whole entry, looked up): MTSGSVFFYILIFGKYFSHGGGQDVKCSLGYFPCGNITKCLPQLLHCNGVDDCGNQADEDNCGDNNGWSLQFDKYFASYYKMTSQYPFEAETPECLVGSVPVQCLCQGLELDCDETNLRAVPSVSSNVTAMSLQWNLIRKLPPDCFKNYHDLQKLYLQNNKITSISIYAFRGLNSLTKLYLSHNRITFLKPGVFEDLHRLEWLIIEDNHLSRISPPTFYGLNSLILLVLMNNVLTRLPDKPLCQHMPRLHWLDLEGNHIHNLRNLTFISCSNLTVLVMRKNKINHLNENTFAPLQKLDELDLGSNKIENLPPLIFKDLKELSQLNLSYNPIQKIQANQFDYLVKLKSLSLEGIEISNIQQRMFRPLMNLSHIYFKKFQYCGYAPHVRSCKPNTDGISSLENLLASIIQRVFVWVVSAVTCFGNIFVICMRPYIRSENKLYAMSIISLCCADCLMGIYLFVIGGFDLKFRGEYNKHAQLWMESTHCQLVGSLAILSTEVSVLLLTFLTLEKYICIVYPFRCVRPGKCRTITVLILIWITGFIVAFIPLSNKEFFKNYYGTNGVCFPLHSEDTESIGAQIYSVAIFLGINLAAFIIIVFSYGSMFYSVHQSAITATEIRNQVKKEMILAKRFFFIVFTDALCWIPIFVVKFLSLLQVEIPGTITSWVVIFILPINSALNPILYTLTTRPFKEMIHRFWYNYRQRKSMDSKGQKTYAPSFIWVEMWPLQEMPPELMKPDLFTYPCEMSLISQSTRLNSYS
D2 PAM = positive allosteric modulators of human D2 dopamine receptor. P14416. HEK293 T-REx D2, calcium flux, EC20 dopamine potentiation. potentiation, % at 10 µM. actives 0.34% (n = 340,000);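 active means potentiation over 3 SD above the plate norm, cut at about 30% in these data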; further: 0% is about no effect
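Using a no-wash calcium dye in inducible, force-coupled HEK293 Trex cells expressing D2, we tracked fluorescence each second for 180 s after compound, then for 180 s after EC20 dopamine to detect augmented signalling.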
RXFP1 agonist = RXFP1 (human) receptor agonism; actives 0.3% (n = 370,000); HEK293T-RXFP1 cAMP TR-FRET, 30 min; response scale: percent of porcine relaxin response, buffer zero; Q9HBX9; AID 2676; Potency, µM (top dose mostly 57.5 µM), for inactives: at the highest dose activation, usual class: activators; further: potency means the concentration at half of the fitted maximal effect; on the % scale 0 is the no-effect control and ±100 the full control effect; nearly all actives have a fitted effect of over 60% in size; many of its hits are not listed in these tables
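HEK293T cells stably expressing RXFP1 were pretreated with the PDE4 inhibitor Ro 20174, exposed to compounds for 30 min at 37C, lysed, and cAMP was read by TR-FRET. Data normalized to buffer (basal) and 29 nM porcine relaxin (100%).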
D1 ag = human D1 receptor agonism | AID 504660 | HEK293 T-REx D1 cells, calcium flux, agonist mode | P21728 | actives 1% (n = 360,000) | activation, % at 2 µM; in the data active means activation above about 30%; further: 0% is about no effect
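Inducible HEK293 T-REx D1 cells, force-coupled to calcium signalling, were plated at 4000 cells/well with tetracycline and held overnight at 30 C. After no-wash calcium dye loading, compound-evoked calcium rise over 180 s flagged agonists.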
Vif-APOBEC3F blk = blocks the Vif interaction with APOBEC3F; HeLa A3F-eYFP + Vif (tagged APOBEC3F with the HIV-1 protein that degrades it), YFP fluorescence increase; Potency, µM (top dose mostly 46.1 µM), inactives show at the highest dose activity, negative = active; actives 0.2% (n = 390,000); further: potency means the concentration at half of the fitted maximal effect; % of control where 0% means no effect; nearly all actives have a fitted effect of over 65% in size
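Fluorescence increase (Ex 488/Em 500-530) after overnight compound treatment at 37 deg C flags inhibition of Vif-driven A3F-eYFP loss in stable HeLa A3F-eYFP/Vif cells seeded overnight beforehand.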
D1 antagonist = blocks dopamine activation of the human D1 receptor; HEK293 TREx D1 cells, calcium flux, dopamine EC80; hits give low values; P21728; activity change, negative = inhibition, % at 10 µM; actives 3.2% (n = 360,000); in the data active means activity change below about -30%; further: on the % scale 0 is the no-effect control and ±100 the full control effect
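Tetracycline-induced HEK293 T-REx cells with force-coupled D1 receptor were loaded with a no-wash calcium dye. Compound was added after a 10 s baseline and read kinetically for 180 s; EC80 dopamine was then added and calcium flux followed another 180 s.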
GRP78 ERSR act = ER stress response induction in glioma. U87-MG GRP78 promoter luciferase reporter, 16 h. Potency, µM, for inactives: top-dose activation, most hits filed as activators. actives 0.02% (n = 420,000). AID 602332; further: potency means the concentration at half of the fitted maximal effect; series mostly up to about 76 µM; % of control where 0% means no effect; nearly all actives have a fitted effect of over 35% in size
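ERSR induction read as luciferase luminescence (Bright-Glo, 10 min at room temperature) in stably transfected human U87-MG glioma cells exposed to compounds for 16 h, using GRP78 as sensor.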
D1 potentiator = potentiators of human D1 dopamine receptor; HEK293 TREx D1 cells, calcium flux, dopamine EC20 potentiation; AID 504651; actives 0.036% (n = 360,000); potentiation, % at 10 µM; in the data active means potentiation above about 30%; further: 0% is about no effect
Vif-APOBEC3G blk = blocks the Vif interaction with human APOBEC3G. Q9HC16. HeLa A3G-eYFP + Vif (tagged APOBEC3G with the HIV-1 protein that degrades it), YFP fluorescence, overnight. Potency, µM (highest dose often 46.1 µM), for the others: at the highest dose activity, negative = active, hits mostly inhibitors. actives 0.076% (n = 410,000);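 further: potency means the concentration at half of the fitted maximal effect; on the % scale 0 is the no-effect control and ±100 the full control effect; nearly all actives have a fitted effect of over 60% in size; hits raise eYFP signal because A3G escapes Vif-driven loss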
Target sequence (Q9HC16 whole entry, looked up): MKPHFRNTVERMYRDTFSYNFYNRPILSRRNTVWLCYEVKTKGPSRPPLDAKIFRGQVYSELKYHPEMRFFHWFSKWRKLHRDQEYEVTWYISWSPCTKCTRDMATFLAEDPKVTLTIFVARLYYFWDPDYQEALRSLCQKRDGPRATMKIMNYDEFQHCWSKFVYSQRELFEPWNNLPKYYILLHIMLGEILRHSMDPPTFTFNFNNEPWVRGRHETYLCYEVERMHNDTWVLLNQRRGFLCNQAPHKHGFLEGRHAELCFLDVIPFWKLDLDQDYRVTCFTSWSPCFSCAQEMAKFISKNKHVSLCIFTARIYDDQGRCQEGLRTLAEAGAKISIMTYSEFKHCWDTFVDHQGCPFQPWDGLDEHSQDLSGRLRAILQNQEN
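HeLa cells stably expressing Vif and C-terminally eYFP-tagged A3G, seeded overnight at 37 deg C, then exposed to compound by pintool overnight at 37 deg C. Rise in yellow fluorescence (Ex 488/Em 500-530, Acumen) marks blocked Vif-driven A3G degradation.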
Active calls of the source: *; ? = inconclusive; . = not tested or not shown. Unless noted, the call rests on the fitted dose curve; in most records, active means well fitted curve in the direction sought with a large enough effect; inconclusive means small, poorly fitted or top-dose-only effect, or another doubt; inactive means no such curve, though single readings can be large; an effect the other way counts as inactive or inconclusive. Not all compounds are listed. The share of hits here may be higher or lower than overall.

Each structure is followed by: RXFP1 antag, D2 PAM, RXFP1 agonist, D1 ag, Vif-APOBEC3F blk, D1 antagonist, GRP78 ERSR act, D1 potentiator, Vif-APOBEC3G blk
Clc1ccc(CONc2ncnc3nonc23)c(Cl)c1
 : 5, ., 2.5%, 6, -14%, -15, -1%, 3, -7%
CCCSCCCNC(=O)c1ccc2nc(Cc3ccccc3)oc2c1
 : -20, 10, 2.1%, 6, 3%, 0, -4%, 3, -1%
Cc1cc(-c2cc(-c3ccc(Cl)cc3)nc(N)c2C#N)co1
 : -20, ., 3.8%, ., -24%, ., -1%, ., -23%
CCN(CC(=O)Nc1c(F)cccc1F)C(=O)c1cnc(C)cn1
 : -1, 22, 0.4%, 3, 2%, 7, -6%, -1, 4%
CC1CCN(S(=O)(=O)c2ccc3c(c2)CCN3C(=O)CCC(=O)O)CC1
 : 3, -5, -0.3%, 3, 0%, -21, -5%, -4, 1%
CCOC(=O)N1CCN(C(=O)CS(=O)(=O)Cc2nc(-c3cccc(OC)c3)oc2C)CC1
 : -25, 11, -6.9%, 2, -10%, -6, 0%, 0, 0%
COc1ccccc1CNC(=O)COC(=O)C1=COCCO1
 : ., -4, 2.9%, 0, 4%, -66*, -2%, 1, -3%
O=C(CN(C(=O)CNC(=O)c1cccs1)c1ccccc1F)NC1CCCCC1
 : -6, 4, -0.5%, 4, -9%, -15, -3%, -6, -3%
CCn1c(=O)cc(SCC(=O)NCCc2cccc(C)c2)c2ccccc21
 : ., 4, 5.0%, 3, -7%, 0, -4%, 0, 4%
COc1ccc(Br)cc1/C=N/NC(=O)c1ccco1
 : -6, -19, 0.4%, 3, 9%, -22, 4%, -13, -7%
Cc1ccc2nc(-c3ccc(Cl)c(NC(=O)COc4ccc(C(C)C)cc4)c3)oc2c1
 : -3, -1, 2.0%, -1, 0%, 11, 0%, -4, -17%
CC(C)(C)N(CC#CCC(O)(c1ccccc1)C1CCCC1)CCO (stereo not drawn)
 : -23, -5, -1.2%, 7, ?, 3, 2%, 1, 0%
O=C(CSCc1ccc(Br)cc1)NCCc1ccccc1
 : -2, 6, 1.7%, 2, 2%, 1, 1%, 3, 4%
COc1ccc(C(=O)N2CCN(c3ccc(NC(=O)c4ccco4)cc3)CC2)cc1
 : -13, 11, 0.1%, 1, 5%, 0, -5%, -6, 2%
CC1CC(=O)Nc2ccccc2N1C(=O)Nc1ccc(F)cc1 (stereo not drawn)
 : -10, 18, 1.3%, 18, 10%, 4, -2%, 0, 0%
NC(=O)c1cc(S(=O)(=O)N2CCOCC2)ccc1N1CCCC1
 : 10, 0, 3.4%, 2, 2%, 1, -2%, -1, 0%
CCc1c(C)nc2cc(-c3cc(OC)cc(OC)c3)nn2c1N1CCCC1
 : -1, -14, 7.3%, 12, -15%, -6, -1%, 1, -6%
COc1cccc(C(O)c2cnc(C(C)C)n2C)c1 (stereo not drawn)
 : -11, 9, 2.6%, 4, -8%, -1, -6%, 2, -1%
CC1=C(C(=O)OCC2CCCO2)C(c2ccccc2)NC(=O)N1 (stereo not drawn)
 : -12, 16, -1.0%, 0, -8%, -10, -3%, -3, -1%
Cc1oc2cc(Br)c(O)c(Br)c2c1-c1ccccc1
 : -101*, -3, 0.0%, 22, 8%, 5, -3%, -4, -2%
COc1ccccc1N1CCN(C(=O)CCn2c(=O)[nH]c3ccsc3c2=O)CC1
 : -8, 4, 2.6%, 2, -13%, -18, -7%, -2, 1%
CC(=O)c1ccc(NC(=O)C2(c3ccccc3)CCOCC2)cc1
 : -9, -1, 3.4%, 1, 1%, 5, 2%, -5, 0%
CCOc1ccccc1C1C(C(=O)Nc2ccc(OC)cc2)=C(C)Nc2nc(CCCO)nn21 (stereo not drawn)
 : -28, -1, -0.8%, 4, 1%, -3, -4%, -2, -1%
COc1ccccc1/C=C/C(=O)OCC(=O)N1CCN(S(=O)(=O)c2ccc(C)cc2C)CC1
 : 1, 2, -0.1%, 7, -5%, -11, -3%, 11, -6%
CC1CC(C)CN(C(=O)c2ccc(C#N)cc2)C1 (stereo not drawn)
 : -14, 10, 0.9%, 3, -2%, -17, -2%, 0, -1%
COc1ccc(C(=O)Nc2ccc3nc(SCC(=O)N4CCCC4)sc3c2)cc1
 : -21, 5, 4.6%, 1, 1%, 0, -4%, 0, -9%
NS(=O)(=O)c1ccc(CCNC(=O)c2cc(-c3cccs3)nc3ccccc23)cc1
 : -14, -13, -0.5%, 0, 0%, -16, -5%, -3, -1%
O=C(CCn1c2c(c3ccccc31)CCCC2)NNC(=O)c1ccc(Cl)c([N+](=O)[O-])c1
 : -28, ., -0.6%, 3, 6%, 3, -3%, 4, -28%
COc1cc(N)c(Cl)cc1C(=O)OCC(=O)N1CCc2ccccc21
 : -4, 7, 0.6%, 1, 1%, -8, 0%, -2, 1%
Cc1ccc(C(C)C)c(OCC(=O)N/N=C2\CC(=O)CC(C)(C)C2)c1
 : -17, 3, -3.6%, -1, 3%, 7, -4%, -1, -1%
CC(C)CCCC(C)CCOC(=O)CN1CCCC1 (stereo not drawn)
 : -7, 11, -0.8%, 0, 1%, 8, -4%, -1, 2%
CN(C)c1ccc(C(=O)NCC2CCCO2)cc1 (stereo not drawn)
 : -22, 9, 2.0%, 0, ., -2, -6%, -6, 1%
CN1C(=O)/C(=C/c2ccccc2OCc2cccc(F)c2)N(C)C1=S
 : 0, 0, 4.8%, 14, ?, -3, 2%, 3, -24%
O=C(O)C1Cc2ccccc2CN1S(=O)(=O)c1ccc(Cl)cc1 (stereo not drawn)
 : 8, 3, 0.3%, 2, 4%, 2, -3%, -2, -3%
COC(=O)c1ccc(C(=O)OC)c(NC(=O)CSc2ccccn2)c1
 : 8, -6, -0.3%, 2, -2%, -5, -2%, 0, -1%
OC(CNCc1ccccc1)(c1ccc(F)cc1)c1ccc(F)cc1
 : -32, -5, 0.5%, 3, -32%, 7, -2%, -2, 1%
O=C(CNC(=O)c1ccc(Cl)cc1Cl)OCn1nnc2ccccc2c1=O
 : 10, -1, 25%, 1, ?, 0, 2%, -4, -3%
C=CCn1c(Cc2csc(N)n2)nnc1SCC(=O)OCC
 : 1, 2, 2.3%, 3, -12%, 5, -7%, -7, 2%
O=C(COc1ccc(-c2nnco2)cc1)N1CCOCC1
 : 2, ., ., ., 0%, ., -4%, ., -2%
O=C(NC1CCCCC1)C(c1ccccc1F)N(Cc1ccco1)C(=O)c1ccccn1 (stereo not drawn)
 : 3, 1, 0.6%, 1, 6%, 2, -3%, -2, -8%
COc1ccc(-c2nc3ccccc3n3c(-c4ccccc4)c4c(=O)n(C)c(=O)n(C)c4c23)cc1
 : -3, 9, ?, -1, -5%, 6, -2%, -3, 6%
O=C(Nc1ccncc1)c1cc(S(=O)(=O)N2CCCCC2)ccc1Cl
 : 9, 5, -0.5%, 5, 13%, -2, -2%, 5, -5%
COc1ccc(NC(=O)Nc2cnccn2)c(OC)c1
 : -1, -1, 0.0%, 2, 3%, -4, -1%, -9, -3%
CC1CCN(C(=O)Cn2c(=O)n(CCCCCC(=O)NCc3ccccc3Cl)c(=O)c3sccc32)CC1
 : -13, -5, 3.2%, -1, -1%, -29, -9%, 3, 3%
O=C(NCc1nnc(SCC(=O)N2CCCC2)o1)c1c(F)cccc1F
 : 8, -8, 1.0%, 4, 7%, 10, -4%, 3, -3%
COc1ccccc1-n1c(=S)[nH]c2c(sc(=S)n2-c2ccccc2C)c1=O
 : -8, ., 1.4%, 1, 0%, 0, 0%, -1, 1%
COc1ccc2nc(NC(=O)c3ccc(Br)s3)sc2c1
 : -1, -13, 15%, 2, -6%, -8, -4%, 3, 4%
COc1cc(NC(=O)C2CCCN2S(=O)(=O)c2ccc3c(c2)CC(C)N3C(C)=O)cc(OC)c1 (stereo not drawn)
 : -2, ., 0.0%, 0, 0%, 4, -1%, 2, 4%
O=C(CO/N=C/c1ccc(OC(F)F)cc1)NC1CCCCC1
 : 0, 7, -0.9%, 4, -2%, -4, -5%, 0, 5%
O=C(c1ccccc1Cl)N1CCCC(c2nc3c(nnn3Cc3ccccc3)c(=O)[nH]2)C1 (stereo not drawn)
 : 9, 0, -0.2%, 2, -18%, 7, 1%, -8, -4%
CC1CCCN(C(=O)C2CCN(c3nc(-c4ccccc4)nc4c3CCC4)CC2)C1 (stereo not drawn)
 : -6, 0, 2.8%, 3, 5%, -23, -4%, 0, 1%
Cc1onc(-c2ccccc2)c1C(=O)Nc1ccc(N2CCOCC2)cc1
 : -6, -3, -0.8%, 1, -3%, 0, -1%, -3, -1%
CC1=CCC(C(=O)O)C(C(=O)Nc2ccc(-c3nc4ccc(C)cc4s3)cc2)C1 (stereo not drawn)
 : -25, ., 13%, 1, 0%, -6, -1%, 7, -11%
Cn1c(SCC(=O)N2CCCc3ccccc32)nc2cccnc21
 : 1, 10, 0.4%, -1, 5%, -4, -7%, -6, 1%
O=C(c1cc(COc2ccc(F)c(F)c2)on1)N1CCN(C/C=C/c2ccccc2)CC1
 : 13, 4, -0.1%, 8, -13%, -12, 2%, -2, 8%
O=C(NCCc1ccc(Cl)cc1Cl)C1=CC=CN2CCS(=O)(=O)N=C12
 : -7, 5, 2.8%, 1, -8%, -21, -3%, -9, 2%
Cc1ccc(-n2cc(CNCC3CC(=O)N(C4CC4)C3)c(-c3cccc(C)c3)n2)cc1 (stereo not drawn)
 : -3, 11, -2.7%, 19, 9%, -3, 3%, 4, -2%
Cc1cccc2cc3c(NC(=O)C(C)(C)C)nn(CC(C)C)c3nc12
 : -16, 1, 0.0%, 4, -23%, 8, -2%, 5, 5%
CCC(=O)N1CCc2cc(S(=O)(=O)NC(CC(C)C)C(=O)NCCc3cccc(C)c3)ccc21 (stereo not drawn)
 : -33, -5, 3.0%, 1, 6%, 2, -6%, -2, 0%
CC(C)N1CCN(c2ccncc2S(=O)(=O)N2CCCCC2)CC1
 : 5, ., ., ., 4%, ., -2%, ., 1%

Entries shown so far containing a cyano group:
Each structure is followed by: RXFP1 antag, D2 PAM, RXFP1 agonist, D1 ag, Vif-APOBEC3F blk, D1 antagonist, GRP78 ERSR act, D1 potentiator, Vif-APOBEC3G blk
Cc1cc(-c2cc(-c3ccc(Cl)cc3)nc(N)c2C#N)co1
 : -20, ., 3.8%, ., -24%, ., -1%, ., -23%
CC1CC(C)CN(C(=O)c2ccc(C#N)cc2)C1 (stereo not drawn)
 : -14, 10, 0.9%, 3, -2%, -17, -2%, 0, -1%

High-throughput results (PubChem)
